Screening results deposited in PubChem BioAssay by National Center for Advancing Translational Sciences (NCATS).
TDP1 inh: blocks human tyrosyl-DNA phosphodiesterase 1 | actives 0.28% (n = 350,000) | Potency, µM (top dose mostly 130 µM), for the others: top-dose activity change, negative = inhibition, hits mostly inhibitors | Q9NUW8 | recombinant TDP1, AlphaScreen DNA substrate cleavage; note: nearly all actives have a fitted effect of over 40% in size
Target sequence (Q9NUW8 whole entry, looked up): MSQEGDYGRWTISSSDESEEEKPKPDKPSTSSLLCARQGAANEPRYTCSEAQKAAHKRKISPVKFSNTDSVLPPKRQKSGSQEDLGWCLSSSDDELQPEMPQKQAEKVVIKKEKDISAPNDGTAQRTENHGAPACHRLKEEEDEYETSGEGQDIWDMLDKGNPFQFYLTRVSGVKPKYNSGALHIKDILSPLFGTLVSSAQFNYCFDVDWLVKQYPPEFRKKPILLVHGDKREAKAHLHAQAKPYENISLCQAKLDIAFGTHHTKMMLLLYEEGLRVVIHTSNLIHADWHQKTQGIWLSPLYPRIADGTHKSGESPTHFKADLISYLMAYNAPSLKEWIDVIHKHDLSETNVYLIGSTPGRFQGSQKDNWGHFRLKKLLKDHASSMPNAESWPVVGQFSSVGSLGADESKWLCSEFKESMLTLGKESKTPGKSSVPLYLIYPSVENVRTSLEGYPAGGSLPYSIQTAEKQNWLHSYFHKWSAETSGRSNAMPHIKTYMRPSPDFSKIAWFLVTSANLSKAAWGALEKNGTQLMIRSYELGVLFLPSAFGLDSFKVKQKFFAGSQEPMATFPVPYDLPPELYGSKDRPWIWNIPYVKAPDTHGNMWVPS
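Steps: enzyme plus compound, 15 min RT; add biotin/phosphotyrosine-FITC oligonucleotide (15 nM final), react 5 min; add donor/acceptor beads (10 ug/ml final), 10 min; read AlphaScreen. Tdp1 at 1 nM final.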
TDP1 cell CPT: growth inhibition of DT40 Tdp1-/-;hTDP1 cells with camptothecin (screen for TDP1 inhibitors) | actives 12% (n = 420,000) | Potency, µM (highest dose often 46.2 µM), inactives show top-dose activity change, negative = growth inhibition, actives largely listed as inhibitors | chicken DT40 Tdp1-/-;hTDP1 cells + 20 nM CPT, ATP luminescence, 48 h | AID 686979; note: nearly all actives have a fitted effect of over 55% in size
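Cell growth measured by CellTiter-Glo luminescence after a minimum 48 h, 37 C compound exposure with 20 nM CPT in Tdp1-knockout DT40 cells stably expressing hTDP1, seeded 400/well; qHTS titration format.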
DT40 TDP1 no CPT: qHTS for Inhibitors of human tyrosyl-DNA phosphodiesterase 1 (TDP1): qHTS in cells in absence of CPT; Potency, µM (series often up to 46.2 µM), for inactives: at the top dose activity change, negative = growth inhibition, actives largely listed as inhibitors; DT40 Tdp1-/- hTDP1 cells, no CPT, ATP luminescence, 48 h; actives 15% (n = 420,000); note: nearly all actives have a fitted effect of over 55% in size
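A cellular qHTS used chicken DT40 cells lacking endogenous Tdp1 but carrying stably transfected human TDP1. Compounds were applied without camptothecin, and cell growth kinetics were judged by ATP-dependent luminescence after ≥48 hr.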
* hit, by the source's call; ? = inconclusive; . = not tested or not shown; & = joins results of further samples; [ ] = remark or other dose. Calls come from the whole dose curve; as a rule, active = well fitted curve in the direction sought with a large enough effect; inconclusive = small, poorly fitted or top-dose-only effect, or another doubt; inactive = no such curve, though single readings can be large; an effect the other way counts as inactive or inconclusive. % is set by controls: 0 for no effect and ±100 for the full control effect; potency is the fitted concentration of half-maximal effect.

SMILES	TDP1 inh	TDP1 cell CPT	DT40 TDP1 no CPT
O=C(COC(=O)c1ncc(Cl)c(Cl)c1Cl)Nc1ccc(Cl)cn1	7.2%[0.505 µM]	-9.4%	-8.6%
O=C(CSc1nnc(NC(=O)c2ccc(F)cc2)s1)NC1CC1	?	-16.2%	-2.4%
N#CCCn1cc(/C=N/O)c(-c2cccc([N+](=O)[O-])c2)n1	5.1%	2.4%	9.1%
Cc1ccc(NC(=O)c2ccco2)c(NC(=O)CN2C(=O)c3ccccc3C2=O)c1	4.1%	0.2%	-23.1%
CCN(CC)c1ccc(/C=N/NC(=O)CNC(=O)/C=C/c2ccco2)cc1	6.6%[0.0935 µM]	?	?
O=c1[nH]c(-c2ccco2)nc2sc3c(c12)CCCC3	-1.2%	9.4%	?
O=C(C1CC1)N(CCc1ccccc1)Cc1nc2ccccc2c(=O)[nH]1	4.8%	?	-29.2%
CCC(=O)Nc1cccc(-c2nnc(SCC(=O)NCc3ccco3)n2C)c1	5.9%	-5.0%	-15.5%
O=C(NCCS(=O)(=O)N1CCCCC1)c1ccc2c(c1)OCO2	.	-2.0%	-21.2%
Cc1ccc(CCNC(=O)C(C)n2nc(C)c3c(C)n(-c4ccccc4)nc3c2=O)cc1 (stereo not drawn)	3.4%	-16.9%	-28.4%
Cc1cc(Br)cn2c(Cc3ccccc3)c(-c3ccc(Cl)cc3)nc12	.	-2.4%	-20.1%
N#Cc1cccc(-c2nccc(NCc3cccs3)n2)c1	.	?	?
COc1ccccc1NC(=O)C(C)OC(=O)c1cccc(-n2cnnn2)c1 (stereo not drawn)	2.3%	?	-29.8%
Cc1ccccc1Nc1nn2c(=O)c3ccc(C(=O)NCc4ccccc4)cc3nc2s1	-13.3%	16.4µM*	16.4µM*
COc1cc([C@@H]2[C@H]3CN(C)CC=C3C(C#N)=C(N)C2(C#N)C#N)cc2c1OCO2	1.0%	-9.5%&3.3%	?

One compound at a time, from the list above.
O=C(NCCS(=O)(=O)N1CCCCC1)c1ccc2c(c1)OCO2 as listed: TDP1 inh = .; TDP1 cell CPT = -2.0%; DT40 TDP1 no CPT = -21.2%
COc1ccccc1NC(=O)C(C)OC(=O)c1cccc(-n2cnnn2)c1 (stereo not drawn) as listed: TDP1 inh = 2.3%; TDP1 cell CPT = ?; DT40 TDP1 no CPT = -29.8%

Additional records.
SMILES	TDP1 inh	TDP1 cell CPT	DT40 TDP1 no CPT
Cc1onc(-c2c(F)cccc2Cl)c1C(=O)O/N=C(\N)c1ccc([N+](=O)[O-])o1	8.9%	-12.5%	-22.6%
Cc1ccc(C)c(CNC(=O)c2cnc3sc(N4CCCC4)nn3c2=O)c1	3.9%	16.4µM*	18.4µM*
Cc1ccc(O)c(C(CC(=O)NCC2(c3ccccc3)CCCC2)c2ccccc2)c1 (stereo not drawn)	5.3%	?	?
COc1ccc(Oc2cn[nH]c2-c2ccc(OCC(=O)NN)cc2O)cc1	.	?	-25.6%
CCN(C[C@H]1N[C@@](C)(C(=O)OC)[C@H]2C(=O)N(C)C(=O)[C@@H]12)S(=O)(=O)c1ccc(OC(F)(F)F)cc1	-1.6%	-1.1%	-13.2%
CCOc1cccc(/C=N/Nc2nc(N3CCCC3)nc(N3CCCC3)n2)c1O	5.6%	16.4µM*	13µM*
Cc1cc(C(=O)N/N=C/c2ccc([N+](=O)[O-])cc2)c(C)o1	7.6%	-5.2%	?
S=C(Nc1ccc(Br)cc1Cl)NN1CCOCC1	-5.5%	1.9%	-10.8%
CC(Oc1ccccc1Cl)C(=O)Nc1ccc(S(=O)(=O)N2CCCC2)cc1 (stereo not drawn)	-13.0%	?	?
O=C(CSc1nnc(Nc2ccccc2F)s1)NC1CCCC1	1.6%	-19.6%	-13.1%
CCC1CCCCN1CCCNC(=O)Cn1ncc2c(C)n(Cc3ccccc3Cl)c(C)c2c1=O (stereo not drawn)	.	18.4µM*	18.4µM*
COc1ccc(CNCc2c(C(=O)O)c(C)n(Cc3ccc(Cl)cc3)c2C)c(OC)c1	2.5%	?	?
CN(c1ccc(OCC(=O)N2CCOCC2)cc1)S(=O)(=O)c1ccc(F)cc1	-2.7%	17.0%	-25.4%
CC(C)[C@H](NC(=O)N1c2ccccc2NC(=O)[C@@H]1C(C)C)C(=O)N[C@H](Cc1ccccc1)C(=O)O	.	2.5%	-0.3%
CCS(=O)(=O)c1nc(S(=O)(=O)c2ccc(Cl)cc2)c(NCCCN2CCCC2=O)s1	1.7%	-2.7%	18.2%
Cc1ccc(C)c(NC(=O)CSc2nnc(-c3ccccc3C)o2)c1	3.8%	2.2%	0.6%
COCCCN1C(=O)C(=O)/C(=C(/O)c2ccc(OC)cc2)C12C(=O)N(C)c1ccccc12 (stereo not drawn)	5.8%	1.3%	2.1%
COc1ccccc1COCC(O)CN1CCCCC1CO (stereo not drawn)	.	-19.1%	19.5%
O=C(CCCC(=O)N1CCN(c2ccc([N+](=O)[O-])cc2)CC1)c1ccccc1	4.3%	?	10.3µM*
CCOc1ccc(S(=O)(=O)N2CCN(C)CC2)c(C)c1C	2.6%	?	?
CCOC(=O)CN1C(=O)CC(c2ccccc2)C1=O (stereo not drawn)	.	?	?
COc1cc2cc(CNc3ccc(C)cc3)c(=O)n(CC(=O)Nc3ccc(F)cc3F)c2cc1OC	2.8%	?	16.4µM*
CC(=O)Nc1ccc(-c2cc(-c3ccc(NC(C)=O)cc3)nc(-c3ccccc3)n2)cc1	3.0%	-25.2%	?
Oc1c(Br)cc(/C=N/NC(=S)NCc2ccco2)cc1Br	2.5%	0.1%	?
CCCCCCCc1c(C)nc(N2CCOCC2)[nH]c1=O	7.0%	-14.1%	?
Cc1nn2c3c(cnc2c1-c1ccccc1)C(=O)CC(c1ccco1)C3 (stereo not drawn)	6.0%	?	?
O=C(Nc1nc(-c2ccccc2)c(-c2ccccc2)o1)c1ccc(F)cc1	11.8%	9.2µM*	8.2µM*
COc1ccc(C2CC(c3ccc(F)cc3)Nc3nc(N)nn32)cc1OC (stereo not drawn)	2.5%	6.0%	-16.6%
C#CCOCCOCCOCCNc1nc(N2CCN(C(=O)C([C@@H](C)CC)n3cc(C(N)COC(=O)C(F)(F)F)nn3)CC2)nc(N2CCN(C(=O)[C@H](CCC(=O)O)n3cc(C(N)CC(C)C)nn3)CC2)n1 (stereo partly drawn)	.	-0.1%	-2.1%
Cc1cc(C)nc(N2CCN(C(=O)CCC(=O)Nc3nnc(C(C)C)s3)CC2)n1	2.4%	0.9%	-20.1%
C[C@@]12CCC=C[C@H]1[C@H](c1ccoc1)N(Cc1ccccc1)C2=O	-2.4%	-7.5%	-5.4%
CS(=O)(=O)N1CCN(c2ccccc2NC(=S)NC(=O)c2ccccc2[N+](=O)[O-])CC1	5.1%	-17.1%	?
CC(=O)c1ccc(N2CCN(C(=O)Cc3n[nH]c(=O)c4ccccc34)CC2)cc1	5.8%	?	?
O=C(OC1CCOC1=O)c1cc(-c2cccc(Br)c2)nc2ccccc12 (stereo not drawn)	1.2%	4.0%	-7.9%
COc1cccc(-c2nc(CCl)cs2)c1OC	8.3%	2.31µM*	6.51µM*
O=C(Nc1cnn(C23CC4CC(CC(C4)C2)C3)c1)c1cnn2cccnc12	2.2%	?	-23.9%
CCCc1nc2ccccc2n1C(CCSC)C(=O)NC(C)(C)C (stereo not drawn)	.	-18.0%	?
O=C(NC(=S)Nc1ccccc1O)c1cncc(Br)c1	.	?	23.1µM*
CC(=O)Nc1c2c(nn1-c1ccc(Cl)cc1)CSC2	3.5%	4.0%	-25.2%
O=C(NCc1cccc(C(F)(F)F)c1)C1CC(c2ccccc2[N+](=O)[O-])=NO1 (stereo not drawn)	0.0%	?	?
COc1ccc(CCNC(=O)C(=O)NCC(c2ccco2)S(=O)(=O)c2cccs2)cc1 (stereo not drawn)	2.6%	13µM*	13µM*
S=C1NC[C@H](Cc2ccccc2)N1CCCCC1CCCCC1	2.6%	?	25.9µM*
CC1CC(C)CN(CCCNC(=O)C2CCN(c3nnc(-n4cccc4)s3)CC2)C1 (stereo not drawn)	2.5%	-11.2%	20.2%
O=[N+]([O-])c1ccccc1C=NNc1ccccc1	.	?	?
CN(CC(=O)NCCc1ccc(S(N)(=O)=O)cc1)S(=O)(=O)c1ccc(Br)s1	1.1%	-23.9%	-16.5%

Reprinted from the part before: two entries, followed by the next part.
SMILES	TDP1 inh	TDP1 cell CPT	DT40 TDP1 no CPT
O=[N+]([O-])c1ccccc1C=NNc1ccccc1	.	?	?
CN(CC(=O)NCCc1ccc(S(N)(=O)=O)cc1)S(=O)(=O)c1ccc(Br)s1	1.1%	-23.9%	-16.5%
CN(Cc1ccccc1)N=Nc1ccccc1	.	-30.0%	?
COc1ccc(CCN2CC(C(=O)NCc3cnn(C)c3)CCC2=O)cc1 (stereo not drawn)	.	0.8%	-0.7%
Cc1cc(C)cc(OCc2ccc(C(=O)NN)o2)c1	.	0.9%	-6.2%
CC(Cc1cccs1)NC(=S)Nc1ccc(F)cc1 (stereo not drawn)	0.0%	?	?
Cc1ccc2nc(N3C(=O)CNC3=S)sc2c1	8.6%	14.6µM*	?
COCCCNC(=O)c1ccc(CS(=O)(=O)c2ccc(OC)cc2)o1	4.1%	-12.9%	-10.0%
O=C(O)CCc1nnc2cnc3ccccc3n12	0.9%	4.3%	2.1%
CCOc1ccc(S(=O)(=O)Nc2cccc(C(=O)NCC3(N4CCCCC4)CCCCC3)c2)cc1	.	?	?
Cc1ccc(C)c2[nH]c(=O)c(CCNC(=O)c3ccc4c(c3)OCO4)cc12	-3.3%	?	-29.8%
Cc1csc(NC(=O)CNS(=O)(=O)c2cccs2)n1	2.5%	-19.7%	-15.1%
Cc1ccc(Cl)cc1N1CCN(C(=O)c2noc(C)c2[N+](=O)[O-])CC1	4.2%	?	?
CC1CCCCN1C(=O)CN1CCN(S(=O)(=O)c2ccc(Br)cc2Cl)CC1 (stereo not drawn)	-0.7%	?	-16.1%
N#C/C(=C/Nc1ccccc1F)S(=O)(=O)c1ccc(Cl)cc1	.	1.3%	0.5%
O=C(CNc1ccc2ccccc2c1)NNC1=NCCC1	3.0%	-7.2%	-18.5%
O=C(CN1C(=O)C2CCCCC2C1=O)OCC(=O)c1ccc(F)cc1 (stereo not drawn)	2.4%	4.7%	-3.0%
CCOc1cc(C(=O)OCc2cc(=O)n3nc(CC)sc3n2)cc(OCC)c1OCC	0.6%	18.4µM*	?
CCOC(=O)Cn1c(=N)n(Cc2ccc(C(C)(C)C)cc2)c2ccccc21	2.9%[2.28 µM]	?	13µM*
O=C(NCc1cccnc1)c1cc(-c2ccco2)on1	1.0%	-13.4%	-0.9%
Cc1cc(C)c(Cn2c3ccccc3c3cnn(CC(=O)NCCC4=CCCCC4)c(=O)c32)c(C)c1	5.1%	20.6µM*	16.4µM*
CC(=O)c1ccc(N(C(=O)Cn2nnc3ccccc32)C(C(=O)NCc2ccccc2)c2ccccn2)cc1 (stereo not drawn)	2.3%	-13.5%	0.4%
Cc1cccc(C)c1OCC(=O)Nc1c(C(=O)c2ccccc2)oc2ccccc12	2.1%	0.8%	-25.0%
Cc1ccc(C(=O)N(CN2CCCC2=O)c2ccc(F)cc2)cc1C	2.2%	?	25.9µM*
CC(C)(C)c1cc(NC(=O)CCl)n(-c2ccccc2)n1	0.0%	?	20.6µM*
Cc1ccc(C2=NOC(C)(c3nnc(-c4cccc(Cl)c4)o3)C2)cc1 (stereo not drawn)	.	-29.9%	-11.9%
COc1ccccc1-c1noc(CCC(=O)Nc2cccc(C(F)(F)F)c2)n1	0.7%	?	?
Cn1c(C(=O)NCCc2ccccc2)cc2c(=O)n3ccccc3nc21	-5.2%	5.7%	?
CC1=C(C(=O)Nc2cc(C(=O)NCCC(C)C)ccc2C)SCCO1	.	-7.3%	10.9%
CCN(CC(=O)Nc1c(F)cccc1F)C(=O)C1CCN(C(=O)c2ccc(Cl)cc2)CC1	7.5%	-10.8%	-11.3%
COc1ccccc1CNC(=O)CN(c1ccccc1OC)S(C)(=O)=O	7.0%	-25.3%	-28.0%
COc1ccc(CC(NC(C)=O)C(=O)NC2CCN(c3ncccc3[N+](=O)[O-])CC2)cc1 (stereo not drawn)	5.3%	-14.5%	0.7%
CCC(CC)CN1CCC(CN2C(=O)C(=O)NC[C@@H]2CC(C)C)CC1	.	7.1%	24.0%
O=S(=O)(Nc1nc2ccccc2nc1Cl)c1ccc(Br)cc1	0.0%	?	?
CC1SC(C)C(=O)N(CC(=O)Nc2ccc3c(c2)OCO3)C1=O (stereo not drawn)	2.8%	-2.3%	3.9%
